Screening data deposited in PubChem BioAssay by NMMLSC.
ABCG2 block: blocks JC-1 efflux by human ABCG2 transporter; IgMXP3 cells, flow cytometry; inhibition, % at 6.6 µM; 190,000 tested, 0.1% active; AID 1325;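 active = inhibition above 80%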;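 also: 0% = DMSO and 100% = nicardipine control wells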
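Times: 10 min at 25 °C | Test system: Two drug-resistant human cell lines, ABCG2 and ABCB1 | Quantity: 3 million cells/mL final, two lines in 1:1 ratio | Signal: Flow cytometry, 530 nm JC-1 signal | Dosing: Compound at 6.6 µM | Controls: Nicardipine and DMSO wells | Reagent: JC-1 as fluorescent efflux pump substrate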
GSH fluor: compound fluoresces at 488/530 nm on GSH beads; GSH beads flow cytometry, compound fluorescence 488/530 nm; stronger effect = higher value; fluorescence (KMESF) at 10 µM; 190,000 tested, 0.25% active; AID 1776; in the data active = fluorescence above about 89;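 also: glutathione beads carrying GST-tagged Bcl family fusion proteins plus one bare bead set; values are compound well signal with DMSO vehicle wells as background; inactives centre near 16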
Bim-Bcl-W: human Bim-Bcl-W interaction inhibition; Q92843; bead-based flow cytometry, Bim peptide-Bcl-W binding; inhibition, % at 10 µM; 190,000 tested, 0.02% active; AID 952;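 also: 0% = bound tracer without compound and 100% = peptide blocker; higher means less fluorescent Bim peptide bound to Bcl-W beads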
Target sequence (Q92843 whole entry, looked up): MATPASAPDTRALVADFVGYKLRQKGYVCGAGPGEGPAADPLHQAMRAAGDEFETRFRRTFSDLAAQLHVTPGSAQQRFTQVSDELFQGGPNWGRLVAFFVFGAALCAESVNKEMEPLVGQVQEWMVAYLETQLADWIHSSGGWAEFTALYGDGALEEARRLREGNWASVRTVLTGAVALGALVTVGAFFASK
Bcl-B Bim block: disrupts Bim peptide binding to human Bcl-B; Q9HD36; bead-based flow cytometry; inhibition, % at 10 µM; 190,000 tested, 0.073% active; AID 951;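 also: 0% = tracer peptide without compound and 100% = reference inhibitor peptide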
Target sequence (Q9HD36 whole entry, looked up): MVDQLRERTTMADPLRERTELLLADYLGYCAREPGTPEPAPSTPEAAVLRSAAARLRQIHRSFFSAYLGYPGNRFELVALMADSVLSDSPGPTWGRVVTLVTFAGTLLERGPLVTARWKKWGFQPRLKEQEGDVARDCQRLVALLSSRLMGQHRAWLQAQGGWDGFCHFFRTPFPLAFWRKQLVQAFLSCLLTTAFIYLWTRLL
Bfl-1 Bim block: inhibitors of Bim-Bfl-1 interaction, human | Q16548 | Bead-based flow cytometry, Bim-Bfl-1 binding inhibition | inhibition, % at 10 µM | 190,000 tested, 0.12% active;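 also: 0% = wells without compound plus tracer and 100% = blocker peptide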
Bcl-XL Bim block: disrupts Bim peptide binding to human Bcl-XL | inhibition, % at 10 µM | 190,000 tested, 0.04% active | Q07817 | bead flow cytometry, fluorescence
RGS8-Gao: human RGS8-Galphao interaction regulation | P09471 | multiplexed bead flow cytometry, RGS8-Galphao binding; actives lie on both sides | response (percent of control binding), % at 10 µM | 220,000 tested, 0.34% active | AID 1423; in the data active = response below about 60% or above about 140%; inactive = in between;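 also: Galphao activated as the GDP aluminium fluoride complex binding bead-coupled RGS8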
Target sequence (P09471 whole entry, looked up): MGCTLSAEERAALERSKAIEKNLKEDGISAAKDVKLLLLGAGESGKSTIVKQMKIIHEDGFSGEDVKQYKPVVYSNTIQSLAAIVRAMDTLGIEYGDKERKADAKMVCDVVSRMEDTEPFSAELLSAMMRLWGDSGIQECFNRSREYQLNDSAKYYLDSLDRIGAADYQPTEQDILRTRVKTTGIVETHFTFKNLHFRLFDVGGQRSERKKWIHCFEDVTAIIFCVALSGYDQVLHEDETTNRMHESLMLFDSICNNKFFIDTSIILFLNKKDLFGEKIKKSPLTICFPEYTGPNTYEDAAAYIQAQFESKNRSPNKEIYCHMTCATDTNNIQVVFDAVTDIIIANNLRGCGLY
ABCB1 inh: blocks JC-1 efflux by human ABCB1 transporter; P08183; CCRF-Adr cells, flow cytometry; inhibition, % at 6.6 µM; 190,000 tested, 0.067% active; in the data active = inhibition above about 40%;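 also: 0% = vehicle and 100% = reference inhibitor; higher value means more JC-1 retained so stronger ABCB1 efflux block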
Bim-Bcl-2: inhibitors of Bim-Bcl-2 interaction, human. P10415. AID 950. Bead-based flow cytometry, Bim peptide-Bcl-2 binding. 190,000 tested, 0.06% active. inhibition, % at 10 µM; in the data active = inhibition above about 40%; inconclusive = no clear call, values can overlap the other calls;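 also: 0% = no compound wells with probe peptide and 100% = reference peptide inhibitor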
Target sequence (P10415 whole entry, looked up): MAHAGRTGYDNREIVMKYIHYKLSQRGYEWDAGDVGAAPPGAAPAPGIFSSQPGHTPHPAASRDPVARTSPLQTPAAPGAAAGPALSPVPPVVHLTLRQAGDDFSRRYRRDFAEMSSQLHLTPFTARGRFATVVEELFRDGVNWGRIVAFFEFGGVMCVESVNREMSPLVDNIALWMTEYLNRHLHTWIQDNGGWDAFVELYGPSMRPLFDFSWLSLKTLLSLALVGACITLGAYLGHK
RGS4-Gao reg: modulates binding of RGS4 to human Galphao | P09471 | Multiplexed bead flow cytometry; actives lie on both sides | binding response (% of control), % at 10 µM | 220,000 tested, 0.33% active; in the data active = binding response below about 49% or above about 150%; inactive = in between;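 also: fluorescent Galphao activated with aluminum fluoride binding bead-coupled RGS4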
RGS7-Gao reg: modulates binding of RGS7 to human Galphao; 220,000 tested, 0.35% active; Multiplexed bead flow cytometry; actives lie on both sides; P09471; binding response (% of control), % at 10 µM; in the data active = binding response below about 49% or above about 150%; inconclusive = no clear call, values can overlap the other calls; inactive = in between;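 also: fluorescent Galphao held in activated GDP-AlF4 state binding bead-coupled RGS7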
* marks the source's active call; other numbers are inactive results; ? = inconclusive; & = joins results of further samples. Rule as the data show it, unless noted: active = inhibition above about 40%. No enrichment for hits. About 1.1% of those tested had a hit in this group.

SMILES	ABCG2 block	GSH fluor	Bim-Bcl-W	Bcl-B Bim block	Bfl-1 Bim block	Bcl-XL Bim block	RGS8-Gao	ABCB1 inh	Bim-Bcl-2	RGS4-Gao reg	RGS7-Gao reg
CCOc1cccc(/C=N/NC(=S)Nc2ccccc2[N+](=O)[O-])c1O	0	8	0	0	-2	0	99	-0.9	-4	97	91
Cc1cc(O)cc(O)c1-c1onc(C(F)(F)F)c1-c1cscn1	4	59	-4	-7	-8	-18	101	0.6	-9	101	102
COc1ccc(C(=O)Cn2c(NCCO)nc3ccccc32)cc1OC	-1	12	-4	-6	-3	-4	99	0.1	-1	97	102
CCOC(=O)Cc1cnc(NC(=O)CSc2nc(N)cc(N)n2)s1	-1	7	-13	-6	-1	-11	84	-0.6	-2	74	73
O=C(NN1CCOCC1)c1cnn2c(C(F)F)cc(-c3ccccc3)nc12	0	8	-2	-3	2	-3	99	-0.6	0	101	97
CCn1c(CSCc2ccc(F)cc2)nnc1SCC(=O)N1CCN(c2ccccc2)CC1	1	42	0	-6	-10	0	101	0.7	-5	103	102
O=C1CCCN2N=C(SCC(=O)N3N=C(c4ccc(Br)cc4)CC3c3ccc(F)cc3)SC2=N1 (configuration not stated)	6	19	-6	0	-2	-5	73	6.9	-3	97	96
S=c1nc(-c2ccccc2)n(CCCN2CCOCC2)c2c1CCCC2	0	7	-1	-6	-10	-4	100	0.1	-1	102	103
Cc1ccc(C(C)C)cc1OCCOCCN1CCCC1	0	8	3	3	-1	-2	109	0.1	0	103	104
O=C(c1cnccn1)N(Cc1ccco1)C1(C(=O)NC2CCCCC2)CCCCC1	0	8	0	2	1	0	80	0.2	1	79	89
CCOC(=O)C1CCN(c2ncnc3nc[nH]c23)CC1	0	26	2	-7	-9	-4	105	-0.1	-9	101	104
O=C(CC1CCCC1)Nc1ccc2c(c1)CCC2	1	21	-4	-1	-1	-4	100	0.1	-6	101	102
COc1ccc(C2/C(=C(/O)c3ccc(Cl)cc3)C(=O)C(=O)N2CCN2CCOCC2)c(OC)c1 (configuration not stated)	6	16	-2	0	-2	-3	98	0.7	0	100	99
O=C(O)CCCCCN=Cc1c(O)c2ccccc2oc1=O	1	8	0	-2	-5	-1	104	0.3	-3	102	99
COc1ccc(C(=O)NNC(=O)CCn2nnc(-c3ccc(Cl)cc3)n2)cc1OC	2	10	-2	-2	-4	-5	102	0.0	-3	101	99
COc1ccc(-c2cc(-c3ccccc3O)[nH]n2)cc1OC	7	43	3	-6	-10	0	98	1.4	-9	99	99
COc1ccc(C)cc1NC(=S)N1CCN(c2ncccn2)CC1	4	14	-2	-10	-7	-11	96	0.1	-3	93	95
COc1ccc2c(CC(=O)Nc3nnc(C4CC4)s3)coc2c1	1	40	-2	-5	-8	-9	102	0.0	-6	103	103
CCc1nnc(NC(=O)CSc2nnc(COc3ccccc3C)o2)s1	19	28	-2	-8	-16	-9	104	0.8	-10	100	100
S=C(Nc1ccccc1Cl)N(CCN1CCCCC1)Cc1ccco1	-1	12	-1	1	-2	0	104	0.0	0	96	100
Cc1ccc(N2CCN(/N=C/c3cccs3)CC2)cc1	-4	36	0	-8	-12	-1	106	-0.2	-5	106	103
COc1ccc(S(=O)(=O)N2Cc3ccccc3CC2C(=O)Nc2ccc3c(c2)OCO3)cc1 (configuration not stated)	9	28	2	0	-4	-1	96	2.2	-4	90	93
Cc1nn(-c2ccccc2)c2c1/C(=N/O)CC(C)(C)C2	0	42	-5	-7	-6	-3	105	-1.1	-5	103	104
COc1ccc(N=C2S/C(=C\c3ccc(OC(C)C(=O)O)c(OC)c3)C(=O)N2CCc2c[nH]c3ccccc23)cc1 (configuration not stated)	-2	9	4	-2	0	1	102	-0.7	0	101	96

Another view of part of the listing above:
Values in the order: ABCG2 block, GSH fluor, Bim-Bcl-W, Bcl-B Bim block, Bfl-1 Bim block, Bcl-XL Bim block, RGS8-Gao, ABCB1 inh, Bim-Bcl-2, RGS4-Gao reg, RGS7-Gao reg
> O=C(O)CCCCCN=Cc1c(O)c2ccccc2oc1=O
 : 1, 8, 0, -2, -5, -1, 104, 0.3, -3, 102, 99
> COc1ccc(C(=O)NNC(=O)CCn2nnc(-c3ccc(Cl)cc3)n2)cc1OC
 : 2, 10, -2, -2, -4, -5, 102, 0.0, -3, 101, 99
> CCc1nnc(NC(=O)CSc2nnc(COc3ccccc3C)o2)s1
 : 19, 28, -2, -8, -16, -9, 104, 0.8, -10, 100, 100
> COc1ccc(C2/C(=C(/O)c3ccc(Cl)cc3)C(=O)C(=O)N2CCN2CCOCC2)c(OC)c1 (configuration not stated)
 : 6, 16, -2, 0, -2, -3, 98, 0.7, 0, 100, 99

Following part.
SMILES	ABCG2 block	GSH fluor	Bim-Bcl-W	Bcl-B Bim block	Bfl-1 Bim block	Bcl-XL Bim block	RGS8-Gao	ABCB1 inh	Bim-Bcl-2	RGS4-Gao reg	RGS7-Gao reg
Cc1[nH]n(C(N)=S)c(=O)c1C(c1ccccc1)C(C#N)C#N (configuration not stated)	-1	26	-2	-9	-4	-4	89	-2.9	-7	93	91
COc1ccc(CCc2nc(C)ccc2O)cc1	14&2	18&23	0&0	3&1	4&0	-2&0	107&102	0.6&0.5	-1&0	103&99	102&102
CC1CN(S(=O)(=O)c2ccc(NC(=O)CCCN3C(=O)c4ccccc4C3=O)cc2)CC(C)O1 (configuration not stated)	1	22	-1	-7	-10	2	105	0.6	-10	106	103
COc1ccccc1CN(C)C(=O)C1COc2ccccc2O1 (configuration not stated)	0	26	-2	-13	-19	-9	99	0.0	-17	94	95
CCCN(Cc1nc(-c2ccc(Cl)cc2)no1)CC1CCCO1 (configuration not stated)	1	14	1	-4	-9	-4	106	0.3	0	105	102
CNc1nc(-c2ccccc2)cc(C(F)(F)F)c1C#N	1	16	0	0	0	2	105	0.0	-3	101	104
CCOC(=O)COn1c2c(c3c4no[n+]([O-])c4ccc31)CCCC2	5	17	-1	-2	0	-2	100	0.7	-2	99	101
Cc1cc(C)nc(SCc2cnc(C)nc2N)n1	0	10	0	-6	-5	-4	101	0.4	-1	101	102
COCCCNCC1C(Oc2ccc(Cl)cc2)C(=O)N1c1ccccc1C (configuration not stated)	18	7	-1	-5	0	-3	91	8.7	-1	100	102
CCOC(=O)c1nnn(-c2nonc2N)c1CN1CCc2ccccc2C1	4	16	-1	-1	-2	2	102	0.8	0	100	97
COc1ccc(-c2cc(C(F)(F)F)nc(SCC(=O)N(C)Cc3cn(C)nc3C)n2)cc1OC	5	6	0	-7	6	-1	64	2.3	4	78	75
C/C(CC(=O)NCc1ccco1)=N\NC(=O)COc1ccc(Cl)cc1Cl	0	16	2	3	4	1	103	-0.2	5	106	108
CCOc1cc(NC(=S)Nc2ccccc2)c(OCC)cc1NC(=O)c1ccc(OC)cc1	1	57	0	-3	-2	3	82	0.5	-6	78	82
O=C(CCNC(=O)c1ccco1)Nc1ccc(SC(F)F)cc1	0	24	9	-3	6	3	99	0.0	1	101	99
COC(=O)C1CCCN1C(C(=O)NC1CCCCC1)c1ccc(Cl)cc1 (configuration not stated)	3	14	-3	-3	-3	-5	98	0.7	0	101	99
O=C(NNC(=O)C1CC=CCC1C(=O)O)c1cccs1 (configuration not stated)	0	13	0	-1	-3	0	101	0.2	-1	104	105
CC(C)n1c(Nn2cnnc2)nc2ccccc21	0	9	4	-3	-2	3	100	-0.1	0	100	101
Cc1cc(C(=O)N/N=C/c2cccc(OC(=O)c3ccco3)c2)n[nH]1	4	8	0	1	0	0	103	0.8	0	104	101
CN(C)/C=C(\C(=O)c1ccc(F)cc1F)c1nnnn1-c1ccccc1	2	10	0	-2	1	-3	101	0.5	0	91	102
O=c1c2c3c(sc2nc2n1CCC2)CCC3	0	25	-2	-2	-1	2	101	0.1	1	102	108
O=C(CSc1ncnc2sccc12)Nc1ccccc1F	1	10	-2	-2	-1	-1	96	0.1	-2	91	100
Cc1ccc(C(=O)CC2(O)C(=O)N(C)c3ccccc32)o1 (configuration not stated)	0	15	-5	-11	-9	-12	101	0.1	-7	103	100
COc1ccc(CNC(=O)c2noc3c2CCCCC3)cc1	9	12	0	-1	0	1	103	1.4	-1	101	101
O=C(COC(=O)CNC(=O)c1ccc2c(c1)OCO2)Nc1ncc(Cl)cc1Cl	-1	26	0	-2	-1	0	104	-0.8	-1	106	107
COC(=O)C1=C(CN2CCSCC2)NC(=O)NC1c1cc(C)ccc1C (configuration not stated)	1	13	0	0	0	0	103	0.1	0	105	103
N#Cc1cc(-c2ccccc2)cnc1Sc1ccc(Cl)cc1	9	23	-1	-1	0	-1	99	1.7	0	100	101
COc1cc(/C=N/NC(N)=O)ccc1OCC(=O)N1C(C)CCCC1C (configuration not stated)	5	12	-1	-3	-3	1	101	-0.3	-5	101	100
O=C(/C=C/c1ccccc1Cl)N1CCCN(C(=O)/C=C/c2ccccc2Cl)CC1	6	11	-10	-9	-9	-9	103	0.4	-4	106	103
COc1cc(CNc2ccc(N3CCOCC3)cc2)cc(Br)c1OC	12	11	9	-15	23	-1	101	0.3	7	104	104
C=CCNC(=O)CN1C(=O)C2C3c4ccccc4C(c4ccccc43)C2C1=O (configuration not stated)	0	11	-1	-6	-4	-6	135	0.1	-3	123	?
CC1CC(C)CN(C2CCN(Cc3cccnc3)CC2)C1 (configuration not stated)	1	23	-3	-1	0	-1	98	0.2	1	98	98
CCN1C(=O)c2cccc3c(S(=O)(=O)NCCCN4CCOCC4)ccc1c23	2	22	-1	4	0	0	96	0.8	0	94	91
O=C(O)c1ccc(N2CC3CC(C2)c2cccc(=O)n2C3)c(NS(=O)(=O)c2cccc(C(F)(F)F)c2)c1 (configuration not stated)	1	13	-4	-4	-5	-3	101	1.2	0	102	98
O=C(c1ccco1)N1N=C(c2ccc(Cl)cc2)CC1(O)C(F)(F)F (configuration not stated)	9	10	1	-1	-8	-1	102	0.0	-4	102	?
CCOC(=O)N1CCN(C(c2ccccc2)c2sc3nc(C)nn3c2O)CC1 (configuration not stated)	-1	14	-5	-6	-1	-6	94	-0.5	-5	97	100
Cc1ccc(-c2nnc(NC3CCCCC3)c3ccccc23)cc1S(=O)(=O)N1CCN(C)CC1	9	6	0	-5	0	-3	105	2.4	-4	109	105
COCCNC(=O)CCCn1c(=O)c2cc(OC)c(OC)cc2n(CC(=O)NCCC2=CCCCC2)c1=O	4	73	-2	-1	0	-2	99	1.4	-1	101	99
CC(OC(=O)C12CC3CC(CC(O)(C3)C1)C2)C(N)=O (configuration not stated)	0	11	-2	2	-1	-2	100	0.4	-1	104	103
CC(C(=O)NCC1CCCO1)c1ccc([N+](=O)[O-])cc1 (configuration not stated)	2	15	-3	-4	-3	1	100	1.1	0	104	103
Cc1cc2c(cc(C(=O)N3CCC(C(=O)N4CCCC4)CC3)n2Cc2c(F)cccc2Cl)o1	1	20	0	-5	-5	-3	96	1.4	-3	93	89
O=C(CO/N=C/c1cccc([N+](=O)[O-])c1)NC1CCCCC1	5	19	-3	-10	-17	-11	100	0.6	-11	94	96
CCNC(=O)CC1SC(=Nc2ccc(C)cc2)N(CC)C1=O (configuration not stated)	0	14	-2	0	1	2	101	-0.1	0	100	104
